Bioassay records (PubChem BioAssay)
CBFb-RUNX1 inh: qHTS Assay for Compounds Blocking the Interaction Between CBF-beta and RUNX1 for the Treatment of Acute Myeloid Leukemia | AlphaScreen CBFb-His/RUNX1-biotin binding, biochemical | Potency, µM (top dose mostly 59.8 µM), for the others: at the highest dose activity, negative = inhibition, actives largely listed as inhibitors | 230,000 tested, under 10 active; also: % of control where 0% means no effect
Target sequence (Q01196 whole entry, looked up): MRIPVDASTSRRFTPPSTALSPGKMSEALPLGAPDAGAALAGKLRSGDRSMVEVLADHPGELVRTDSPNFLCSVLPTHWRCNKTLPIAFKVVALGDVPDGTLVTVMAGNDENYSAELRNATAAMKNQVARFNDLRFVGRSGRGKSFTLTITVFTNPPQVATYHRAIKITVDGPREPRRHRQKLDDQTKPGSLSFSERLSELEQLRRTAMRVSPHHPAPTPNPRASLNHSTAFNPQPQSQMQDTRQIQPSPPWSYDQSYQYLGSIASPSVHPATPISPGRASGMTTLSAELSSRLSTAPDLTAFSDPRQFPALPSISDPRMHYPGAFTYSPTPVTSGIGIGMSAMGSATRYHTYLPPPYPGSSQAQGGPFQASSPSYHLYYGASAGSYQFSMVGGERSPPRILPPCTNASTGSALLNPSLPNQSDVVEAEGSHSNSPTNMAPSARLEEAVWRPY
Target sequence (Q13951 whole entry, looked up): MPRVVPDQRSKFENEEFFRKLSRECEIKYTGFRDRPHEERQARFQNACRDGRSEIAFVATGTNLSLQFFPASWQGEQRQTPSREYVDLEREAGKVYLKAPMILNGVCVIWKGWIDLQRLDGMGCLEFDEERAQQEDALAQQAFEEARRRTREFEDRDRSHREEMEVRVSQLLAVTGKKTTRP
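CBF-beta (His) and RUNX1 (biotin), 30 nM each; 20 min preassociation; + compound, 15 min; + beads 50 ng each (Ni, streptavidin), 90 min; RT; AlphaScreen read.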
IMPase Li cell: qHTS Assay for Identifying the Cell-Membrane Permeable IMPase Inhibitors: Potentiation with Lithium; CHO-M1 cells, IP1 TR-FRET (IP-One), carbachol + lithium; Potency, µM (top dose mostly 59.4 µM), for the others: at the highest dose activity, negative = IMPase inhibition, usual class: inhibitors; 0.35% of 210,000 active;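 also: IP1 builds up when IMPase is blocked and the TR-FRET signal falls; potency is read from the fitted curve at half-maximal effect; plate controls were basal vehicle for no effect and high inhibitor control for full effect; nearly all actives have a fitted effect of over 50% in size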
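Steps: plate 2000 CHO-M1 cells per well and culture 16–30 h; add compound and lithium; incubate 30 min, 37C; add d2-IP1 tracer and Eu cryptate anti-IP1 antibody in lysis buffer; read after 10 min at room temperature.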
SMN2 splice enh: qHTS Assay for Enhancers of SMN2 Splice Variant Expression. HEK293 SMN2-luciferase splicing reporter, luminescence, 30-36 h. AID 1458, 2008. 2.8% of 210,000 active. Potency, µM (top dose mostly 46.1 µM), inactives show top-dose activity change, positive = activation, most hits filed as activators; also: potency is read from the fitted curve at half-maximal effect; % of control where 0% means no effect; nearly all actives have a fitted effect of over 55% in size
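HEK293 cells carry an SMN2 minigene-luciferase reporter in which exon 7 inclusion puts luciferase in frame. Cells were seeded at 2000 cells/well, attached for 10-12 hours, then exposed to compounds for 30-36 hours at 37C before ONE-Glo luminescence.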
HTT ATP protect: qHTS Multiplex Assay to Identify Dual Action Probes in a Cell Model of Huntington: Cytoprotection (ATP); PC12 HTT-Q103 induced, cytoprotection, ATP luminescence, 40 h; Potency, µM (doses to about 56.4 µM), for the others: cytoprotection (ATP increase), usual class: activators; 0.14% of 230,000 active;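 also: potency is read from the fitted curve at half-maximal effect; % of control where 0% means no effect; nearly all actives have a fitted effect of over 45% in size; toxic huntingtin expression switched on by the ecdysone agonist tebufenozide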
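Cells were plated at 1500 per well in phenol red-free DMEM with 5% equine and 5% calf serum. Tebufenozide (100 nM final) and compounds were added, then ATPlite reagent, and luminescence was read.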
LMNA splice mod: qHTS Assay for Modulators of Lamin A Splicing. HeLa LMNA splicing GFP/RFP minigene ratio, 48 h. Potency, µM (doses to about 46.1 µM), for inactives: top-dose ratio change, negative = inhibition, usual class: inhibitors. 0.01% of 200,000 active; active = well fitted inhibition curve with a large enough effect in the signal ratio, with a control signal flat, not every such curve was filed as active; inconclusive = small, poorly fitted or top-dose-only effect, or effect the other way, or a change in a side signal; the % refers to the signal ratio; also: potency is read from the fitted curve at half-maximal effect; % is scaled to controls: 0 for no effect and ±100 for the full control effect
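S3 HeLa cells stably expressing lamin A-EGFP splicing minigene plus DsRed2, 600 cells/well, 48 h compound exposure at 37C. Laser-scanning cytometry; analysed as GFP (500-530 nm)/RFP (575-640 nm) total intensity ratio; 0.5% DMSO vehicle.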
HttQ103 aggreg: qHTS Multiplex Assay to Identify Dual Action Probes in a Cell Model of Huntington: Aggregate Formation (GFP); Potency, µM (top dose mostly 46.1 µM), without a hit: at the highest dose activity change, negative = inhibition, actives largely listed as inhibitors; PC12 HttQ103-GFP aggregates, Acumen cytometry, 40 h; 1.1% of 220,000 active; also: potency is read from the fitted curve at half-maximal effect; % is scaled to controls: 0 for no effect and ±100 for the full control effect; nearly all actives have a fitted effect of over 60% in size
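Ecdysone-promoter PC12 model expressing HTT exon 1 Q103 fused to GFP, induced by tebufenozide at 100 nM final. Compounds titrated; aggregates sized 1–25 µm scored on a 488 nm laser cytometer.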
KinaseGlo FLuc: Counterscreen for Luciferase (Kinase-Glo TM) Inhibition; Luciferin 4-monooxygenase (Photuris pensylvanica), Q27757; Potency, µM (doses to about 38.3 µM), inactives show at the top dose activity change, negative = inhibition, most hits filed as inhibitors; Kinase-Glo luciferase, ATP luminescence, 8 min; 0.28% of 200,000 active; also: potency is read from the fitted curve at half-maximal effect; % is scaled to controls: 0 for no effect and ±100 for the full control effect; nearly all actives have a fitted effect of over 60% in size
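Compounds were added to a substrate mix at pH 7.2 (50 mM imidazole, 10 uM ATP, within the enzyme's linear range), followed by Kinase-Glo detection reagent; luminescence was measured after 8 minutes at ambient temperature.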
Numbers without * were called inactive; ? = inconclusive; . = no result given; & = joins results of further samples; [ ] = dose if it differs, or a comment. Unless noted, calls follow the shape of the dose curve; as a rule, active = well fitted curve in the direction sought with a large enough effect; inconclusive = small, poorly fitted or top-dose-only effect, or another doubt; inactive = no such curve, though single readings can be large; an effect the other way counts as inactive or inconclusive.

Each structure is followed by: CBFb-RUNX1 inh	IMPase Li cell	SMN2 splice enh	HTT ATP protect	LMNA splice mod	HttQ103 aggreg	KinaseGlo FLuc
1	CC(C)(C)NC(=O)C(c1cccnc1)N(C(=O)c1csnn1)c1ccccc1 (centres undefined)
    -4%	7%	.	4%[10 µM]	.	-6%[9.22 µM]	-2%
2	CCOc1ccc(N2CC(C(=O)OCC(=O)NCc3ccccc3)CC2=O)cc1 (centres undefined)
    5%	4%[38.3 µM]	2%	19%	8%[0.0737 µM]	13%	2%
3	Cc1ccc2c(c1C)NC(=O)C21N2CCCC2C(C(=O)c2ccc3ccccc3c2)C12C(=O)Nc1ccccc12 (centres undefined)
    -6%	.	.	-11%[10 µM]	.	25%[9.22 µM]	.
4	COc1ccc(C)cc1-n1nnnc1SCc1nc2ccccc2c(=O)[nH]1
    -3%	?	-55%[inhibitor]	-62%[inhibitor]	?	0%	0%
5	CCOc1ccc(/C=C2\SC(=S)NC2=O)cc1OC
    -9%	13%	.	-3%[10 µM]	?	-4%[9.22 µM]	-1%
6	Cn1nnnc1SCCNCc1cc(Cl)ccc1OCc1ccccc1
    ?	1%	-41%[inhibitor]	17%[10 µM]	?	25µM*	-3%
7	CCOC(=O)c1ccc(NC(=S)N2CCN(c3ccc(N4CCOCC4)nn3)CC2)cc1
    2%	?	-23%	-52%[inhibitor]	?	-7%	1%
8	CCN(CC)S(=O)(=O)c1cccc(C(=O)Oc2cccc(NC(=O)c3cccs3)c2)c1
    5%	11%	9%	-16%[10 µM]	-16%	-3%	0%
9	CCOC(=O)C1=NN(c2ccc([N+](=O)[O-])cc2)CC1C(=O)OC (centres undefined)
    -2%	11%	?	25%[10 µM]	-6%	11%	1%
10	O=C(Nc1nnc(C2CC2)s1)C1=NN(C2CCS(=O)(=O)C2)C(=O)CC1 (centres undefined)
    13%	7%	-7%	-62%[inhibitor]	.	-13%	-1%
11	O=C(O)CCC(=O)N1CCN(c2nc(-c3ccccc3Cl)c3cc(Br)ccc3n2)CC1
    -1%	14µM*	-15%	-34%	1%	?	-1%
12	C=CCn1c(C)c(C(C)=O)c(N2CCOCC2)nc1=S
    5%	15%[38.3 µM]	25%	21%	0%	-13%	0%
13	Cc1ccc(NC(=O)N2CCc3ccccc32)cc1
    4%	-3%	1.3µM*	-47%[inhibitor][10 µM]	-12%	-3%	?
14	COc1ccc(-c2nc(-c3ccccc3)nc(Cl)c2C#N)cc1
    0%	15%[38.3 µM]	-1%	-21%	-10%	-6%	-1%
15	O=C(OCC#CCSc1nnc(-c2ccncc2)o1)c1cccs1
    8%	12%[38.3 µM]	-1%	2%	-2%	-3%	0%

Each structure is followed by: CBFb-RUNX1 inh	IMPase Li cell	SMN2 splice enh	HTT ATP protect	LMNA splice mod	HttQ103 aggreg	KinaseGlo FLuc
16	C=CCc1c(C)nc(SC)nc1Nc1ccc(C(C)=O)cc1
    5%	5%[38.3 µM]	-8%	-16%	?	?	-1%
17	CN(C)c1ccc(Cl)cc1N
    2%	5%	3%	13%	-28%[46 µM]	-18%[9.22 µM]	3%
18	COC(C(=O)NNC(=O)Cc1ccc(Cl)cc1)c1ccccc1 (centres undefined)
    -14%	.	.	2%[10 µM]	.	7%[9.22 µM]	.
19	CSc1ncccc1C(=O)Nc1nc2ccc(S(C)(=O)=O)cc2s1
    -4%	4%	9%	-74%[inhibitor]	?	-5%	-4%
20	CNC(=O)c1c(Cl)cnn1-c1ccc(C)cc1
    3%	4%	.	-3%[10 µM]	.	-17%[9.22 µM]	.
21	COC(=O)Cc1ccc(NC(=S)N2CCN(c3cccc(O)c3)CC2)cc1
    -8%	36%[activator]	-48%[inhibitor]	-3%[10 µM]	?	-11%	4%
22	COCCNC(=O)CN1C(=O)CC(C)(C)S(=O)(=O)c2ccccc21
    -1%	-8%[38.3 µM]	-14%	-2%	-5%	9%	-2%
23	CCN(CC)CCn1c(SCC(=O)NCc2ccco2)nc2c(sc3ccccc32)c1=O
    -6%	?	-7%	-5%	3%	4%	-4%
24	CCCS(=O)(=O)N1CCC(C(=O)NCCCN2CCC(Cc3ccccc3)CC2)CC1
    4%	21%[38.3 µM]	-3%	2%	-6%	15%	-2%
25	C/C(=N\NC(=O)CN1CCN(S(=O)(=O)c2ccc(C)cc2)CC1)c1ccc(O)cc1
    1%	.	.	9%[10 µM]	.	-6%[9.22 µM]	.
26	O=C(CN(C(=O)CCC(=O)Nc1nccs1)c1cccc(F)c1)NCC1CCCO1 (centres undefined)
    5%	8%[38.3 µM]	-30%	1%	-9%	-17%	3%
27	CC(=O)c1c(C(C)=O)c(C)n(Cc2ccc3c(c2)OCO3)c1C
    -1%	-2%[38.3 µM]	-56%[inhibitor]	-5%	?	-5%[9.22 µM]	-2%
28	N#CC1=C(N)OC2=C(C(=O)CCC2)C1C1C=CCCC1 (centres undefined)
    2%	-1%	7%	11%[10 µM]	-9%	2%	3%
29	CC(C)NCCCCOc1ccc(Br)cc1Cl
    1%	4%	.	-19%[10 µM]	.	-10%[9.22 µM]	-1%
30	CC#CCN1c2ccccc2[C@]23C[C@@H](C(=O)OC)N(C(=O)c4ccco4)C2=NC(C(=O)OC)=C(C(=O)OC)[C@H]13
    10%[13.1 µM]	-6%	-9%[9.22 µM]	-6%&-12%[10 µM]	8%[9.22 µM]	?	-2%[7.66 µM]

Each structure is followed by: CBFb-RUNX1 inh	IMPase Li cell	SMN2 splice enh	HTT ATP protect	LMNA splice mod	HttQ103 aggreg	KinaseGlo FLuc
31	CC(/C=C/c1ccccc1F)=N\NC(=O)c1ccc(Cl)cc1
    2%	-5%	.	-6%[10 µM]	.	1%[9.22 µM]	-2%
32	CCOc1ccc2[nH]c(=S)[nH]c2c1
    2%	25%[38.3 µM]	3%	18%	0%	32%	18%
33	COc1ccc(NC(=O)Nc2ccccc2SC)c(OC)c1
    0%	-4%	5%	-47%[inhibitor]	.	14%	1%
34	Cc1nc2ccc(Br)cn2c(=O)c1Cl
    9%	-5%[38.3 µM]	-9%	-4%	5%	11%	-5%
35	CCc1ccc2c(CSc3nnnn3C)cc(=O)oc2c1
    8%	.	.	5%[10 µM]	.	2%[9.22 µM]	.
36	CC(C)CNC(=O)COc1ncnc2sccc12
    15%	-4%	0%	-7%	?	16%	-5%
37	O=C(c1cccc2ccccc12)C1CCCN(C(=O)C2CCOCC2)C1 (centres undefined)
    5%	.	.	-20%[10 µM]	.	-7%[9.22 µM]	.
38	COc1ccc(N2CCN(CCC3Oc4cc([N+](=O)[O-])ccc4NC3=O)CC2)cc1 (centres undefined)
    -24%	10%	.	-41%[inhibitor]	.	-5%	5%
39	O=S(=O)(c1cccc2nonc12)N1CCN(c2ccccc2F)CC1
    -22%	14%	.	-2%[10 µM]	?	4%[9.22 µM]	0%
40	O=C(c1ccc(Cl)c(S(=O)(=O)N2CCCC2)c1)N1CCN(c2ccccc2)CC1
    6%	8%	-33%[inhibitor]	.	-21%[46 µM]	-13%	-2%
41	Nc1nc(-c2cccnc2)cc(-c2cc(-c3cccnc3)nc(N)n2)n1
    .	-12%	1%[9.22 µM]	0%[10 µM]	.	.	2%[7.66 µM]
42	CC/C(O)=C1\C(=O)CC(c2ccccc2)CC1=NC(C)C (centres undefined)
    -1%	4%	-4%	-26%[10 µM]	5%	-28%	-2%
43	COc1cnc(-c2ccccn2)nc1Oc1ccccc1
    -21%	?	-32%[inhibitor]	37%[10 µM]	?	10%	-4%
44	COc1ccccc1S(=O)(=O)Cc1ccc(C(=O)NCCN2CCCCCC2)o1
    -4%	27%[38.3 µM]	-9%	15%	-10%	-6%	-1%
45	Cc1ccccc1NC(=O)COC(=O)/C=C/c1cccc(C(F)(F)F)c1
    -2%	2%	-1%	1%[10 µM]	2%	-6%	0%

Each structure is followed by: CBFb-RUNX1 inh	IMPase Li cell	SMN2 splice enh	HTT ATP protect	LMNA splice mod	HttQ103 aggreg	KinaseGlo FLuc
46	COCCOC(=O)C1=C(C)NC(=O)NC1/C=C/c1ccccc1 (centres undefined)
    -3%	8%	3%	10%[10 µM]	0%	16%	2%
47	CCSC1=NCCN1C(=O)c1c(-c2ccccc2Cl)noc1C
    2%	5%	12%	-5%[10 µM]	?	6%	0%
48	CCOC(=O)c1nn(-c2ccc(OCC)cc2)c(C)c1C(C)=O
    3%	-5%	12%	.	1%	24%	-2%
49	Cn1c(=O)n(Cc2ccc(F)cc2)c(=O)c2c1nc1n2CCN1Cc1ccco1
    0%	4%	-28%	-36%[inhibitor]	15%[46 µM]	-19%	-2%
50	CCC(C)(C)NC(=O)C(c1ccc(O)cc1)N(CCOC)C(=O)CCC(=O)Nc1nccs1 (centres undefined)
    2%	.	.	-3%[10 µM]	.	-13%[9.22 µM]	.
51	S=C(Nc1ccc2nsnc2c1)N1CCCCC1
    4%	-11%	?	.	?	-27%	-1%
52	CC(C)Cn1c(=S)[nH]c2ccccc2c1=O
    13%	-1%	-15%	2%[10 µM]	9%[46 µM]	-16%	-4%
53	COC(=O)CCC(=O)Nc1ccc(Br)cc1
    1%	-7%	27%	23%[10 µM]	-4%	7%	7%
54	CC(SC1=NCCS1)C(=O)Nc1nnc(-c2ccc(F)cc2)s1 (centres undefined)
    -1%	23%[38.3 µM]	6%	-2%[10 µM]	-13%	-6%	2%
55	CCN(CC)C(c1ccc(C)cc1)c1nnnn1C1CCCCC1 (centres undefined)
    14%	12%	-12%	20%[10 µM]	-3%	-24%	3%
56	O=C(CC(=O)Nc1ccc(Cl)c(Cl)c1)N/N=C/c1ccc(O)cc1
    3%	-2%	-9%	.	?	-3%	-1%
57	COc1ccc(CCN2C(=O)CC(N3CCN(S(=O)(=O)c4ccccc4)CC3)C2=O)cc1OC (centres undefined)
    -8%	2%	-3%	-18%	4%[46 µM]	-9%[9.22 µM]	2%
58	O=C(O)CCCCc1nc2ccccc2s1
    9%	16%[38.3 µM]	12%	-8%	8%	-14%	-2%
